14-3-3g Raf: modulators of 14-3-3 gamma protein binding, primary screen, biochemical, fluorescence polarization. FP, 14-3-3gamma / TMR-pS259-Raf peptide binding. inhibition, % at 40 µM. hit rate 0.19% among 160,000; in the data active = inhibition above about 30%;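 note: 0% = protein plus tracer without compound and 100% = blank with tracer alone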
Target sequence (P61981 whole entry, looked up): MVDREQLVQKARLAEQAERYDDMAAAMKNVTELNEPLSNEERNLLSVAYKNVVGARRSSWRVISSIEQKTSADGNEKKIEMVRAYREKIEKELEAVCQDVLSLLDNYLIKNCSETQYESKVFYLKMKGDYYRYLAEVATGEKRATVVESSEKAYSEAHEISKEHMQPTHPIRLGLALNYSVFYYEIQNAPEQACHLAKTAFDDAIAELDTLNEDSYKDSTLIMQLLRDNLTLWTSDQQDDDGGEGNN
Starred values were filed as active, the others as inactive; & = joins results of further samples. An excerpt; count on the stated rates, not on these rows.

SMILES | 14-3-3g Raf
CC(C)(CC(=O)NCc1ccc(Cl)cc1)CC1=NS(=O)(=O)c2ccccc2N1 | -16
CSc1nc2c(c(=O)[nH]1)C(c1ccc([N+](=O)[O-])cc1)C(C(=O)OC(C)C)=C(C)N2 (stereo not drawn) | -10
COc1ccc(C2CC(c3ccc(I)cc3)Nc3ncnn32)cc1 (stereo not drawn) | 3
Cn1c(CNC2CCCCC2)nc2ccccc21 | -11
O=C(Nc1cccc(NC(=O)c2ccccc2Cl)c1)c1cccc(Br)c1 | 6
Cc1ccc(NC(=O)c2noc3c2CCCCC3)cc1C | -2&-1
COc1ccc(S(=O)(=O)N2CCN(S(=O)(=O)c3ccc(OC)c(C)c3)C(C)C2)cc1C (stereo not drawn) | -1
CCOC(=O)C1=C(C)NC2=C(C(=O)CC(c3ccc(Cl)cc3)C2)C1c1ccc(OCC)cc1 (stereo not drawn) | 3
COC(=O)C1=C(C)NC2=C(C(=O)c3ccccc32)C1c1ccco1 (stereo not drawn) | -46
CCCCOC(=O)c1ccc(NC(=O)c2cc3cc(Br)ccc3oc2=O)cc1 | -7
O=C(Cn1cnc2ccccc2c1=O)NCCC(=O)Nc1ccc2c(c1)OCCO2 | -5&-7
O=C(Nc1nc2c(s1)CCCC2)c1cccc2ccccc12 | 4
CCOc1ccccc1NC(=O)Cn1c(C)cc(COC)c(C#N)c1=O | -1
CCC(C)C(=O)N1c2c(C)cc(C)cc2C(=C2SC(C(=O)OC)=C(C(=O)OC)S2)C(=S)C1(C)C (stereo not drawn) | 12
Cc1sc2ncn(CC(=O)Nc3ccc4c(c3)OCO4)c(=O)c2c1S(=O)(=O)N1CCOCC1 | -4
Cc1c(NC(=O)C2CC(c3c(F)cccc3Cl)=NO2)c(=O)n(-c2ccccc2)n1C (stereo not drawn) | -7
CCOc1ccc(NC(=O)Cn2cnc3sc4c(c3c2=O)CCC4)cc1 | -33
COc1ccc(C(C)=O)cc1N1C(=O)C2C3c4ccccc4C(C)(c4ccccc43)C2C1=O (stereo not drawn) | -11
O=C(Nc1cccc2c1C(=O)c1ccccc1C2=O)c1cccc(Br)c1 | -3
O=C(O)COc1ccc(-c2nnn(CC(=O)O)n2)cc1 | -2
Cc1cc(I)c(O)c(C=Nc2ccc(O)c(-c3nc4cc(C)ccc4o3)c2)c1 | -52
COCCNC(=O)c1cc2cc3ccc(C)cc3nc2o1 | 5
O=C(CSCc1ccccc1)NC1CCSC1=O (stereo not drawn) | 3
COc1cccc(C2CC(c3ccccc3Cl)Nc3ncnn32)c1 (stereo not drawn) | 2
O=C(NCCO)c1ccc2[nH]c3c(c2c1)CCCC3 | 3
CCOC(=O)C1=C(C)NC2=C(C(=O)CC(c3ccc(OC)c(OC)c3)C2)C1c1ccccc1OCC (stereo not drawn) | -5
Cc1ccc(-c2cc(C(F)F)n3ncc(C(=O)N4CCN5CCCC5C4)c3n2)cc1 (stereo not drawn) | -5
CCOC(=O)C1=C(C)Nc2nc(C)nn2C1c1ccc(OC)c(OC)c1 (stereo not drawn) | 3
CCOCCn1c(SCc2c(F)cccc2Cl)nc2c1c(=O)[nH]c(=O)n2C | 5
COC(=O)c1c(NC(=O)c2ccc(S(=O)(=O)N3CCCc4ccccc43)cc2)sc2c1CC(C)(C)NC2(C)C | 4
Cc1ccccc1-n1nc2c(c1NC(=O)c1cccc(F)c1)CS(=O)C2 (stereo not drawn) | -3&-3
COc1ccc(-n2c(C)c(C(C)=O)c3cc(OC(=O)c4cccc(Cl)c4)ccc32)cc1 | -6
CCN1CCN(C(=O)C2CCN(Cc3nc(-c4ccc(Cl)cc4)oc3C)CC2)CC1 | -6
CC(c1ccccc1)n1c(COc2ccccc2)nc2ccccc21 (stereo not drawn) | 0
COc1ccc(N(C)C(=O)c2cc3cc4cc(OC)ccc4nc3s2)c(OC)c1 | -10
COc1ccc(-n2nc3c(c2NC(=O)c2ccccc2F)CS(=O)(=O)C3)cc1 | 0
O=C(Cn1c2ccccc2c(=O)c2ccccc21)Nc1cccc(Cl)c1 | -3
Cc1ccc(C2=NN(S(=O)(=O)c3ccccc3)C(c3ccccc3F)C2)cc1 (stereo not drawn) | -273
Cc1c(C(=O)OC2CCCCCC2)[nH]c2c1C(=O)CCC2 | -4
Cc1ccc(C2=NNC3(CC4CC3C3CCCC43)S2)cc1 (stereo not drawn) | -65
COC(=O)C1=CN(C23CC4CC(CC(C4)C2)C3)C=C(C(=O)OC)C1c1ccc2c(c1)OCO2 | 11
CC(C)NC[C@@H](O)COc1ccc(CC(N)=O)cc1 | -7
CCOC(=O)c1ccc(S(=O)(=O)N2CCN(CC(=O)NC(=O)NC3CCCCC3)CC2)cc1 | 4
Cc1ccc(C)c(NC(=O)CSc2nc(N)c(C#N)cc2C#N)c1 | -210
COc1ccc(N=c2scc(-c3ccc(Br)cc3)n2CCO)cc1 | 1
CSc1ccccc1NC(=O)C1CCCO1 (stereo not drawn) | 4
CCN1C(=O)c2cccc3c(S(=O)(=O)NCCc4ccc(OC)c(OC)c4)ccc1c23 | -2
COc1ccc(-n2c(COc3ccc(C)cc3)nnc2SCC(N)=O)cc1 | -3
CCOc1ccc2nc(SCC(=O)Nc3ccc(Br)cc3)sc2c1 | -7
CCn1cc(C(=O)NCc2ccc(OC)cc2OC)c(=O)c2ccc(C)nc21 | -4
CCN(CCNS(=O)(=O)c1ccc2c(c1)CCN2C(C)=O)c1ccccc1 | 1
CCCn1c2c(c(O)c(C(=O)NC)c1=O)CCCC2 | -15
COc1ccc(-c2c(C#N)c(N)nc3sc(C(=O)Nc4ccc(Br)cc4)c(N)c23)cc1 | -12
O=C(NCc1ccco1)c1ccc2snnc2c1 | -2
c1ccc2c(c1)sc1[n+]2CCS1 | 0
C=CCSc1nnc(-c2c[nH]c3ccccc23)n1CCOC | -2&-8
CCCOc1cccc(C2/C(=C(/O)c3ccccc3)C(=O)C(=O)N2CCN(C)C)c1 (stereo not drawn) | -9
CC(=O)Nc1nnc(S(N)(=O)=O)s1 | 3&-5
CCCCCn1c2ccccc2c2nc3ccccc3nc21 | -3
CCC(C)N1C(=O)c2ccccc2C1C(=O)NC1CCCCCC1 (stereo not drawn) | -9&-5

Some of these compounds in order of their number in 14-3-3g Raf, ascending:
SMILES | 14-3-3g Raf
CCOc1ccc2nc(SCC(=O)Nc3ccc(Br)cc3)sc2c1 | -7
O=C(NCc1ccco1)c1ccc2snnc2c1 | -2
CCN(CCNS(=O)(=O)c1ccc2c(c1)CCN2C(C)=O)c1ccccc1 | 1

Later entries:
SMILES | 14-3-3g Raf
Cc1cnc(C(=O)Nc2ccccc2-c2nnn(CC(=O)NC3CCCC3)n2)cn1 | -5
COc1c(Br)cc2c(C)c(C(=O)N3CCOCC3)oc2c1Br | 1
S=c1[nH]nc(Cc2ccccc2)o1 | -3
Nc1cc(=O)nc(SCC(=O)Nc2nc3c(s2)CCCC3)n1-c1ccccc1 | -10
N#CCSc1nc2c(sc3ccccc32)c(=O)n1CCc1c[nH]c2ccccc12 | -11
O=C(CCSCc1ccccc1F)N1CCN(c2cccc(C(F)(F)F)c2)CC1 | -3
CCc1nnc(NC(=O)CSc2nnc(CCc3nc4ccccc4[nH]3)n2C)s1 | 5
Cc1c(C(=O)N(C)C2CCCCC2)sc2ncnc(N3CCN(c4ccccc4F)CC3)c12 | 7
COc1ccc(C)cc1NC(=O)CCC(=O)Nc1ccc2nc(N3CCN(C)CC3)cc(C)c2c1 | -2
Cc1ccc(-n2ncc3c(=O)[nH]c(SCC(C)C)nc32)cc1C | 1
CCCc1cc(=O)[nH]c(=S)[nH]1 | 1
FC(F)(F)c1cccc(NCc2cn3cccnc3n2)c1 | 1
CCCC1N=C(c2cccc(OC)c2)CC(c2cc(Br)ccc2O)N1 (stereo not drawn) | 7
Cc1ccc(C(=O)Nc2ccccc2C(N)=O)o1 | 3
CCOC(=O)CSCC(=O)Nc1cc(C)ccc1C | -10
O=C(c1ccccc1F)N1CCC(O)(c2cccnc2)CC1 | -1
CCOC(=O)c1sc(N2C(=O)C(O)=C(C(=O)c3ccco3)C2c2ccc(C(C)C)cc2)nc1C (stereo not drawn) | -42
NC(=Nc1nc2c(c(=O)[nH]1)CCC2)Nc1ccccc1 | 5
CC(=O)c1ccc(NC(=O)c2ccc([N+](=O)[O-])cc2)cc1 | -5
CC(N=C1CCCc2ccccc2N1)C(=O)O (stereo not drawn) | -4
CC(C)(CC(N)=O)CC1=NS(=O)(=O)c2ccccc2N1 | -4
Cc1cccn2c(=O)c3cc(C(=O)NC4CCCC4)c(=N)n(CCc4ccccc4)c3nc12 | 1
CCN(CCCNS(=O)(=O)c1ccc2c(c1)CCN2C(C)=O)c1cccc(C)c1 | 6&-6
CCCC(=O)n1nc(-c2ccc(Cl)cc2)nc1SC | 3
CN(C)C(=O)CSc1nnc(-c2ccco2)o1 | 0
COc1ccccc1NC(=O)C1=C(C)Nc2nnnn2C1c1ccncc1 (stereo not drawn) | 4
CC1(C)Cc2c(c(-c3ccccc3)nc3sc4c(N5CCCC5)ncnc4c23)CO1 | 3
O=C(Oc1ccc(I)cc1)C(c1ccccc1)c1ccccc1 | 5
Cc1cc(C)cc(N2C(=O)NC3CC2(C)Oc2ccc(Cl)cc23)c1 (stereo not drawn) | 6
Cc1ccc(CNC(=O)c2cc3c(=O)n4ccccc4nc3n(CC3CCCO3)c2=N)cc1 (stereo not drawn) | -15

A different layout for some results above:
> Cc1ccc(CNC(=O)c2cc3c(=O)n4ccccc4nc3n(CC3CCCO3)c2=N)cc1 (stereo not drawn)
  14-3-3g Raf = -15
> CC1(C)Cc2c(c(-c3ccccc3)nc3sc4c(N5CCCC5)ncnc4c23)CO1
  14-3-3g Raf = 3

(cont.)
molecule | 14-3-3g Raf
COc1ccc(Nc2ncnc3ccc(Br)cc23)cc1OC | -8
CCSc1ncnc2scc(-c3ccccc3)c12 | -7
CCC(=O)/C=C1\Sc2ccc(OC)cc2N1CC | -4
COCCCNC(=O)c1oc(=O)c2ccccc2c1-c1ccc(C)cc1 | 4
COc1ccc(C(c2nnnn2C(C)(C)C)N2CCN(c3nc4ccccc4s3)CC2)cc1OC (stereo not drawn) | -6
C=CCNC(=O)c1cccn2c(=O)c3ccccc3nc12 | -16
COc1ccc(Cl)cc1Nc1nc(N2CCCC2)nc(N2CCCC2)n1 | -2
O=C1N(CCCN2C(=O)C3(OCCO3)c3ccccc32)c2ccccc2C12OCCO2 | -1
Cc1cccc(C(=O)c2ccccc2C(=O)O)c1O | 6
O=C(O)CCCC(=O)Nc1ccc(C(=O)N2CCCCC2)c(Cl)c1 | -1
O=C(Cn1c(=O)oc2cc(S(=O)(=O)N3CCCCCC3)ccc21)NC1CCCCC1 | -6
CC(C)OC(=O)CC(=O)CSc1nc2c(cc1C#N)CCC2 | -14
CCC1CCCCN1C(=O)c1nn2c(c1Cl)NC(c1ccccc1)CC2C(F)(F)F (stereo not drawn) | 1
COc1ccccc1NC(=O)CSc1nc2c(c(=O)n1Cc1ccccc1)SC(C)C2 (stereo not drawn) | -6
O=[N+]([O-])c1cccc(CSc2nc(NC3CCCCC3)c3ccccc3n2)c1 | 4
COCCNc1nc(SCc2cc(=O)n3ccccc3n2)nc2ccccc12 | 2
Cc1n[nH]c(C)c1S(=O)(=O)N(CC(=O)NC1CCCC1)c1ccc(C(C)C)cc1 | 7
CCc1nnc(NC(=O)CN2CCN(c3ccccc3OC)CC2)s1 | 0
CCN(CC)c1ccc(C2C3=C(CC(C)(C)CC3=O)Nc3nc(SC)[nH]c(=O)c32)cc1 (stereo not drawn) | 4
CN1CCOCCOc2ccccc2OCCOCC1 | -5

Of the compounds above, these contain a COOH group:
molecule | 14-3-3g Raf
O=C(O)COc1ccc(-c2nnn(CC(=O)O)n2)cc1 | -2
CC(N=C1CCCc2ccccc2N1)C(=O)O (stereo not drawn) | -4
Cc1cccc(C(=O)c2ccccc2C(=O)O)c1O | 6
O=C(O)CCCC(=O)Nc1ccc(C(=O)N2CCCCC2)c(Cl)c1 | -1

(continued)
molecule | 14-3-3g Raf
CCOc1ccc(/C(O)=C2\C(=O)C(=O)N(CCN(C)C)C2c2ccc(F)cc2)c(C)c1 (stereo not drawn) | -4
CC(C)CNC(=O)CCNC(=O)c1ccc(C(C)(C)C)cc1 | -5
O=C(CN1C(=O)COc2ccc(S(=O)(=O)N3CCCC3)cc21)NCc1cccs1 | -12
COC(=O)C1=C(C)NC2=C(C(=O)CC(C)(C)C2)C1c1cc(Br)c(O)c(OC)c1 (stereo not drawn) | -8
Cc1nnc(NC(=O)CSc2nnnn2Cc2ccccc2)s1 | 2
CCOC(=O)Cc1csc(NC(=O)c2ccc(Cl)s2)n1 | -6
CCCCCCCCCC(=O)NC(CN1CCOCC1)[C@H](O)c1ccccc1 (stereo partly drawn) | -1
O=C(c1cc2c(=O)n3ccccc3nc2s1)N1CCN(c2ccccc2)CC1 | -16
CCOC(=O)C1CCN(S(=O)(=O)c2ccc3c4c(cccc24)C(=O)N3CC)CC1 | -8
Cc1ccc(S(=O)(=O)Nc2ccc(OC(=O)c3ccccc3)c(Br)c2)cc1 | -5
CCOc1ccc(C2Oc3c(cccc3OC)C=C2[N+](=O)[O-])cc1OC (stereo not drawn) | -9
COc1ccc(OC)c(CNC(=O)CCc2nc(-c3ccc(C)cc3)no2)c1 | -1
S=c1nc(Nc2ccccc2)c2ccccc2[nH]1 | -4
CCOC(=O)N1CCN(C(=O)CSc2nnc(CNC(=O)c3ccccc3F)o2)CC1 | 3
CN(CCCNC(=O)COc1cc(=O)n(C)c2ccccc12)Cc1ccccc1 | -1
O=C(Nc1c2c(nn1-c1ccc(F)cc1)CS(=O)C2)c1cccs1 (stereo not drawn) | 0
COc1ccc2nc(SCC(N)=O)cc(C)c2c1 | -4
Cc1cc2c(=O)n(Cc3ccco3)c(SCC(=O)N3CCCc4ccccc43)nc2s1 | -4

As entered above:
CCn1cc(C(=O)NCc2ccc(OC)cc2OC)c(=O)c2ccc(C)nc21 in 14-3-3g Raf is entered as -4
COc1cccc(C2CC(c3ccccc3Cl)Nc3ncnn32)c1 (stereo not drawn) in 14-3-3g Raf is entered as 2
FC(F)(F)c1cccc(NCc2cn3cccnc3n2)c1 in 14-3-3g Raf is entered as 1
CN1CCOCCOc2ccccc2OCCOCC1 in 14-3-3g Raf is entered as -5
O=C1N(CCCN2C(=O)C3(OCCO3)c3ccccc32)c2ccccc2C12OCCO2 in 14-3-3g Raf is entered as -1
COC(=O)C1=CN(C23CC4CC(CC(C4)C2)C3)C=C(C(=O)OC)C1c1ccc2c(c1)OCO2 in 14-3-3g Raf is entered as 11
